Assay outcomes (PubChem BioAssay)
Redox H2O2 prof: compounds producing H2O2 with reducing agent – biochemical, NIH compound library profiling, artefact control for MLSCN library redox annotation, primary screen | hit rate 0.03% among 200,000 | DTT-dependent redox cycling H2O2, phenol red/HRP absorbance; 100% = 100 µM peroxide control, 0% = buffer | activation, % at 10 µM;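 active = activation of at least 50% relative to the plate's high and low controls in the primary single-dose screen; inactive = activation below 50%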;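 note: compound incubated with DTT at 0.8 mM final as the reducing agent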
PPARg SRC-1 ag: PPARgamma-driven SRC-1 recruitment agonism; activation, % at 8 µM; hit rate 0.41% among 200,000; PPARgamma-SRC-1 coactivator recruitment biochemical assay; P37231; AID 631; in the data active = activation above about 19%;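 note: 0% = DMSO and 100% = reference agonist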
Lmaj promast: inhibitors of Leishmania major promastigote growth; Leishmania major promastigotes, resazurin fluorescence viability; inhibition, % at 10 µM; hit rate 9% among 200,000; AID 1063; in the data active = inhibition above about 50%;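 note: promastigotes grown with compound for 44 hours at 28 °C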
ROMK primary: modulators of human ROMK potassium channel. hit rate 2% among 130,000. B-score at 10 µM. P48048. Tet-inducible ROMK, thallium flux fluorescence; actives lie on both sides;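 active = signal ratio slope over the read window, or its plate-corrected B-score, at least 3 SD from the plate mean, either direction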;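 note: B-score of the F/F0 ratio slope over 7 to 12 s after thallium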
Target sequence (P48048 whole entry, looked up): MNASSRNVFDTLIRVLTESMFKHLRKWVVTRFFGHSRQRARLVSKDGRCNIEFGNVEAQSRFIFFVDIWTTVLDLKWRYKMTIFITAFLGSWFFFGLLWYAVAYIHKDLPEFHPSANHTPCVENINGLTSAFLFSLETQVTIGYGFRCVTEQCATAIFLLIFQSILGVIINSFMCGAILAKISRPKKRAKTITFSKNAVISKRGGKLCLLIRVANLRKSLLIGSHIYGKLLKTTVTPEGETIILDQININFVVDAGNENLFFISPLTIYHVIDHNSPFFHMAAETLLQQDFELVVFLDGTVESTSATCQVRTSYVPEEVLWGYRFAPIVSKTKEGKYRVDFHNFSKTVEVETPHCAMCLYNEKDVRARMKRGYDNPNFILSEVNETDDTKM
bIAP inhibitor: blocks bovine intestinal alkaline phosphatase activity | purified bovine IAP, CDP-star luminescence, 30 min | inhibition, % at 20 µM | 190,000 tested, under 10 active | AID 1019;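 active = over 50% inhibition of intestinal alkaline phosphatase at 20 µM in the single-dose screen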
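Assay system: bovine IAP enzyme; medium: DEA buffer 100 mM, pH 9.8, with MgCl2 1.0 mM, ZnCl2 0.02 mM; doses: 20 µM single dose; incubation: enzyme reaction for 30 min at room temperature; detection: CDP-star luminescence signal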
SRC2 TRFRET art: counter-screen for PPARgamma SRC-2 recruitment agonists: TR-FRET artefact | hit rate 0.4% among 200,000 | hits give high values | TR-FRET ratio at 8 µM; in the data active = TR-FRET ratio above about 2000; note: inactives centre near 1500; reference of the scale not given here
Efa HMGR inh: blocks class II HMG-CoA reductase of Enterococcus faecalis. purified E. faecalis HMGR, NADPH absorbance 340 nm kinetic. inhibition, % at 10 µM. hit rate 0.41% among 190,000;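 active = inhibition above a set limit, the median over all tested compounds plus 3 SD, cut at about 9.5% in these data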;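 note: enzyme runs in reverse so mevalonate oxidation gives rising NADPH absorbance; 0% = complete reaction with DMSO and 100% = background rate lacking mevalonate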
RAM inhibit: blocks the yeast RAM network; S. cerevisiae dse1pr::URA3 reporter, 5-FOA growth OD615, 2 d; analog-sensitive cbk1-as2 kinase mutant strain; inhibition, % at 50 µM; hit rate 1.8% among 190,000; AID 868;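 active = inhibition above a set limit, 3 SD over mean compound inhibition, cut at about 8.4% in these data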;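 note: 0% = DMSO-only wells with no growth and 100% = 10 µM 1-NA-PP1 full growth; inhibition rescues growth on 5-FOA so higher OD means more RAM inhibition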
PPARg SRC3 recr: agonists of human PPARgamma SRC-3 coactivator recruitment; P37231; biochemical PPARgamma/SRC-3 coactivator recruitment assay; activation, % at 8 µM; hit rate 0.26% among 200,000; AID 731; in the data active = activation above about 23%;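 note: 0% = DMSO and 100% = reference agonist; some compounds past the cut are filed as inactive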
S1P3 antag: S1P3 (human) receptor antagonism | Q99500 | CHO S1P3 NFAT-BLA reporter, FRET fluorescence, antagonist mode | inhibition, % at 4.98 µM | hit rate 0.27% among 170,000 | AID 485;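 active = inhibition above the plate cutoff, the mean inhibition of test wells on that plate plus 3 SD, cut at about 28% in these data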;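 note: cells challenged with S1P at its EC80 of 0.8 µM; blue over green emission ratio from cleaved BLA substrate after 4 h stimulation; 0% = S1P-stimulated wells and 100% = unstimulated DMSO-only wells; some compounds past the cut are filed as inactive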
Target sequence (Q99500 whole entry, looked up): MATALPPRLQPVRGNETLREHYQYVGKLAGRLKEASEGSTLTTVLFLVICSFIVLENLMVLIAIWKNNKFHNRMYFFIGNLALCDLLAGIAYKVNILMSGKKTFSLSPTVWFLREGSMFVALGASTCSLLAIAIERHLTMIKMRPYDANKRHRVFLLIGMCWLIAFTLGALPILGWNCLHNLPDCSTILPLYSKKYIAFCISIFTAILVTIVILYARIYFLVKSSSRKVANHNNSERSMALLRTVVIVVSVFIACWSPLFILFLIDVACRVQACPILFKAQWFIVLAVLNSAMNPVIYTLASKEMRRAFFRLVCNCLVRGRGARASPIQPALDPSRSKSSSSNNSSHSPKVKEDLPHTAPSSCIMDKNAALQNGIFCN
PPARg SRC2 recr: promotes SRC-2 coactivator recruitment by human PPARgamma; P37231; PPARgamma LBD-SRC-2 recruitment, biochemical; hit rate 0.34% among 200,000; activation, % at 8 µM; in the data active = activation above about 22%;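 note: 0% = vehicle and 100% = reference agonist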
* marks the source's active call; other numbers are inactive results; . = no result given.

SMILES	Redox H2O2 prof	PPARg SRC-1 ag	Lmaj promast	ROMK primary	bIAP inhibitor	SRC2 TRFRET art	Efa HMGR inh	RAM inhibit	PPARg SRC3 recr	S1P3 antag	PPARg SRC2 recr
O=S(=O)(c1ccc(Cl)s1)N1CCN(Cc2ccccc2)CC1	-1.6	3	-7	-1.9	22	1560	-9	0.8	0	-6	1
Cc1ccc(/C=C2\CCC3=C2OC(N)=C(C#N)C3c2ccc(C)cc2)cc1 (stereo not drawn)	-3.4	0	100*	-4.9*	23	1609	-2	2.0	1	.	-3
CN(C)c1ccc(S(=O)(=O)N(C)C)cc1[N+](=O)[O-]	-0.7	1	-5	0.79	-6	1672	0	-0.2	3	2	-3
Cc1ccsc1/C=C1\CCc2ccccc2C1=O	0.0	2	-6	-0.71	.	1467	-4	1.5	-6	.	2
Cc1nn(C)c(Oc2cccc(Cl)c2)c1C=O	-3.8	-2	-13	-0.28	4	1461	0	-0.5	2	.	-7
c1ccc(-n2cccc2CNC2CCCCC2)cc1	-0.1	1	41	-1.3	5	1484	0	-1.2	0	5	-3
O=C(O)c1ccc(N=NNc2cccc([N+](=O)[O-])c2)cc1	-0.4	3	5	-0.12	3	1679	3	3.4	7	2	2
CN(Cc1ccccc1)C(=O)Cn1c(=O)oc2cc(S(=O)(=O)NCc3ccccc3)ccc21	2.8	-1	-6	.	-3	1432	-7	4.1	-4	.	0
CCOc1ccc2nc(SCC(=O)Nc3ccc4c(c3)OCO4)sc2c1	0.8	15	-4	.	-12	1850	-8	6.1	-1	-11	6
COc1ccc(Cn2c(=O)[nH]c3cc(C(=O)NCc4ccc5c(c4)OCO5)ccc3c2=O)cc1	3.0	0	-5	.	.	1520	3	5.6	2	.	10
Cc1ccc(NC(=O)COC(=O)c2ccco2)cc1	-0.2	-4	-10	.	6	1569	-2	0.5	0	-7	-4
O=C(NCC1CCCO1)c1cnn2c1NC(c1ccccc1)CC2C(F)(F)F (stereo not drawn)	1.9	4	6	.	-3	1745	-2	-0.8	12	-17	10
C=CCc1c(C)nc(C)nc1N/N=C/c1ccccc1O	1.2	5	99*	.	-37	1631	1	-0.5	4	.	10
O=S1(=O)N=C(N/N=C/C=C/c2ccccc2)c2ccccc21	0.0	-1	22	0.88	35	1496	-5	1.9	1	-4	-1
C=CCNC(=S)NNC(=O)c1ccc(OC(C)C)cc1	-0.3	-4	-4	.	-53	1393	3	0.1	-4	.	3
O=C(Nc1nnc(C2CCCCC2)s1)c1cccs1	0.6	0	2	0.094	-1	1469	2	3.6	-14	6	-2
COc1ccc(CCC(=O)N(C)CC(=O)Nc2ccc(N3CCOCC3)cc2)cc1	-0.3	10	-7	-0.33	6	1545	9.7*	2.7	-4	1	-1
C=C(C)CNC(=S)Nc1cccc(S(=O)(=O)NC2=NCCC2)c1	0.0	-1	-1	0.079	-12	1431	1	0.1	0	-24	4
COc1cc(C(=O)NNC(=O)c2ccc(NC(C)=O)cc2)cc(OC)c1OC	-0.4	-6	-8	0.22	0	1598	4	0.9	-2	1	5
Cc1cccc(-c2nnc(SCC#N)n2-c2ccccc2)c1	2.2	-2	2	.	7	1553	0	1.3	-3	-25	11

Brought forward from above: two compounds, followed by the next part.
SMILES	Redox H2O2 prof	PPARg SRC-1 ag	Lmaj promast	ROMK primary	bIAP inhibitor	SRC2 TRFRET art	Efa HMGR inh	RAM inhibit	PPARg SRC3 recr	S1P3 antag	PPARg SRC2 recr
COc1cc(C(=O)NNC(=O)c2ccc(NC(C)=O)cc2)cc(OC)c1OC	-0.4	-6	-8	0.22	0	1598	4	0.9	-2	1	5
Cc1cccc(-c2nnc(SCC#N)n2-c2ccccc2)c1	2.2	-2	2	.	7	1553	0	1.3	-3	-25	11
CC(C)=C1SC(N2CCN(c3cccc(C(F)(F)F)c3)CC2)=NC1=O	1.6	-6	6	.	-4	1254	-6	2.4	-5	.	-5
O=C(O)CN(CCO)CCN(CC(=O)O)CC(=O)O	-0.5	12	-6	.	27	1578	-4	1.2	0	-1	2
CCCN1C(=O)/C(=C\C=C2\N(CC)c3ccccc3C2(C)C)SC1=S	1.2	-8	9	-7.5*	22	1642	-2	1.6	0	10	-2
CCOc1ccc(NS(=O)(=O)c2ccc(NS(C)(=O)=O)cc2)cc1	-0.6	2	-8	-1.2	6	1750	-13	0.3	4	-5	3
CCN(CC)C(=O)Cn1cc(S(=O)(=O)CC(=O)NCCc2ccc(OC)c(OC)c2)c2ccccc21	-1.9	4	3	-0.27	-12	1515	-3	0.8	-4	0	-1
CC(=O)Oc1c(C)c(=O)n(C)c2ccccc12	0.5	-4	46	0.052	2	1403	-5	1.2	-2	12	-9
CSc1nc(-c2ccccc2)nc(N2CCN(C)CC2)c1C(C)=O	2.9	-3	30	-0.47	-5	1248	-10	1.1	-10	-48	-5
COC(=O)Cn1c2ccc(C)cc2c2nc(C)sc21	1.0	0	-6	.	-2	1348	-4	-0.5	-6	.	3
COc1cc(=O)n2c(n1)SCCC2	0.8	7	-2	.	-3	1513	-3	-1.1	5	.	7
Cc1c(C(=O)NC2CCCc3ccccc32)oc2ccc(S(=O)(=O)N3CCCCC3)cc12 (stereo not drawn)	-0.1	6	4	0.06	13	1564	-9	5.5	3	-12	8
CC(C)(C)NC(=O)c1ccccc1NC(=O)c1ccc2c(c1)OCO2	-0.6	3	0	-0.54	7	1709	-5	0.8	3	-5	1
Cc1ccc(C(=O)COC(=O)CNC(=O)COc2ccccc2C)cc1C	3.6	-2	-2	.	7	1416	4	2.7	7	.	-1
CCCCCCCCN1C(=O)N(C)C(N(O)C(=O)NC)C1(C)C (stereo not drawn)	1.8	-4	-5	.	-1	1407	-6	0.1	-5	.	-8
O=C(CSc1nnc(-c2ccco2)n1Cc1ccccc1)OC1CCCCC1	0.0	-2	-1	-2.8	-10	1410	-4	1.2	-7	0	-3
Cc1nnc(NC(=O)CCC(=O)NCc2cccs2)s1	3.3	-4	-4	.	-3	1650	-1	1.1	-3	.	-3
COc1ccc(CCCc2nnc(SCc3nc4ccccc4c(=O)[nH]3)n2C)cc1C	-2.4	4	-3	0.027	0	1764	-1	3.5	6	-22	0
CCn1c(=O)n(CC)c2cc(S(=O)(=O)N3CCc4ccccc43)ccc21	-3.6	-1	87*	.	2	1551	-6	0.7	-2	-5	4
COC(=O)Cc1ccc(NC(=S)NCCCN2CCOCC2)cc1	-0.5	11	-2	1.2	2	1562	3	1.1	-2	18	-2
COc1nc(N/N=C/c2cc3c(cc2Br)OCO3)nc(N2CCOCC2)n1	-3.9	-1	11	0.43	2	1627	0	0.9	4	.	7
CC(C)NC(=O)CSc1nc2ccccc2n1-c1ccccc1	-0.2	4	3	.	5	1352	-4	-1.1	9	-1	7
O=C(CN1CCCC1)N1CCCc2c1c(=O)oc1ccc(OCc3ccccc3)cc21	-1.1	6	12	.	4	1607	4	0.8	5	-7	11
O=C(NCCN1CCCC1)C1CCN(S(=O)(=O)N2CCC3(CC2)OCCO3)CC1	0.0	1	-1	0.76	-4	1618	-5	0.8	-13	.	1
Cc1cccc(C(=O)O/N=C(\N)c2ccc(Br)cc2)c1	-0.3	0	-1	0.062	15	1709	3	3.6	9	.	5
COc1ccc(-c2cc(C(F)F)n3ncc(C(=O)N4CCCCC4)c3n2)cc1	-0.7	4	100*	.	-5	1610	-7	0.1	16	.	3
Cc1ccccc1C(=O)Nc1nnc(-c2ccc(F)cc2)o1	-1.0	4	33	.	11	1580	-7	1.5	3	-26	-4
COc1cc(NC(=O)COC(=O)c2ccc(C)c(S(=O)(=O)N3CCCCC3)c2)c(C)cc1[N+](=O)[O-]	-0.2	2	5	-1.4	1	1660	-6	6.9	1	12	13
C/C=C(\C)C(=O)NCCN1C2=NC[C@H](C(C)C)N2C[C@H]1Cc1ccc(O)cc1	0.6	-11	2	.	-3	1423	6	4.9	-5	-4	-1
CCN1CCCC1CNC(=O)c1c(O)c2c([nH]c1=O)CCCC2 (stereo not drawn)	-0.4	7	52*	0.2	1	1444	-5	1.2	-3	-16	3
CC(Cc1cccs1)NC(=O)Nc1ccc(Cl)cc1 (stereo not drawn)	-0.2	6	33	-1.2	16	1594	-2	1.1	-4	.	-2
O=c1c([N+](=O)[O-])c(N2CCCC2)c2ccccc2n1-c1ccccc1	-0.7	1	-3	0.24	2	1547	-3	1.7	4	-10	-4
Cc1sc(NC(=O)c2ccccc2)c(C(=O)NCCN(C)C)c1C	-2.8	2	3	.	-3	1663	-3	-0.3	-1	.	6
CC(C)CCOC(=O)C1C2C=CC3(CN(Cc4cccs4)C(=O)C13)O2 (stereo not drawn)	-0.3	2	-6	.	-14	1574	-2	-0.8	-5	-24	0
O=P(O)(O)c1ccccc1OCc1ccccc1	0.2	7	-1	-0.014	16	1683	-2	0.2	4	-30	12
COc1cccc(/C=C/C(=O)OCC(=O)c2ccc3c(c2)NC(=O)CO3)c1OC	-0.4	12	-1	0.85	2	1667	-2	2.4	3	-22	-2
CC1(C)CC(=O)C(C=NCCN2CCN(C(=S)Nc3ccc(F)cc3)CC2)=C(O)C1	-4.2	2	-4	.	4	1461	1	-0.7	8	.	10
COc1ccc(S(=O)(=O)ON=C2CC(C)(C)N(C(C)=O)C(C)(C)C2)cc1	-0.1	-5	-8	-0.043	-15	1511	2	0.0	7	-15	3
Cc1cc(NC(=O)CSc2ncnc3sc(C)c(C)c23)no1	-0.7	9	-8	0.21	-4	1472	8	3.2	0	-7	-6
O=C(NCCC1=CCCCC1)C1CCC(CNc2nc(=S)[nH]c3ccccc23)CC1 (stereo not drawn)	-0.3	-2	0	0.41	-8	1639	-4	0.0	-1	12	2
COc1ccc(-c2cnn(-c3ccccc3)c2N)cc1OC	-0.3	-11	13	.	-7	1422	-5	-1.1	-1	17	4
CCOC(=O)C1=C(C)NC(=O)NC1c1ccc(Br)o1 (stereo not drawn)	0.3	-1	41	1.1	8	1546	-2	0.5	3	-2	3
Cc1nn(-c2ccccc2)c2nc(-c3cccs3)cc(C(=O)NN)c12	-0.1	6	-5	-0.65	28	1572	-1	3.7	-1	-7	4
O=C(NCCC(=O)N1CCNC1=O)OCc1ccccc1	4.9	-2	-2	.	-2	1529	-11	1.6	7	9	3
CC1CCCCN1C(=S)Nc1ccc2nc3n(c(=O)c2c1)CCCCC3 (stereo not drawn)	-0.1	4	59*	.	7	1568	-3	2.3	1	-11	-1
CN1C(CC(=O)c2ccccc2)CCCC1CC(O)c1ccccc1 (stereo not drawn)	0.0	6	90*	-0.93	-6	1512	-2	-0.9	-1	.	4
COc1ccc(C(C)=O)c(OC(=O)c2ccco2)c1	3.3	6	-5	.	-1	1746	0	1.4	10	.	8
C/C(=N\NC(=O)CNc1cccc(Cl)c1C)c1cccs1	-1.0	2	0	0.22	19	1469	-3	5.0	-4	-21	-6
COc1ccc(/C=C/C(=O)NCCCc2ccccc2)cc1OC	-0.1	2	0	.	5	1504	3	-0.1	0	-5	7
